# FLuc act counter = firefly luciferase counter-screen for stimulation assays. P08659. ATPlite luciferase biochemical, luminescence, 10 min; 0 = ATP-free wells, 1 = DMSO control. activation factor at 10 µM. 200,000 tested, under 10 active. AID 1027;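 active = luciferase activation factor, scaled between plate controls, of at least 2 with compound at 10 µM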
# Target sequence (P08659 whole entry, looked up): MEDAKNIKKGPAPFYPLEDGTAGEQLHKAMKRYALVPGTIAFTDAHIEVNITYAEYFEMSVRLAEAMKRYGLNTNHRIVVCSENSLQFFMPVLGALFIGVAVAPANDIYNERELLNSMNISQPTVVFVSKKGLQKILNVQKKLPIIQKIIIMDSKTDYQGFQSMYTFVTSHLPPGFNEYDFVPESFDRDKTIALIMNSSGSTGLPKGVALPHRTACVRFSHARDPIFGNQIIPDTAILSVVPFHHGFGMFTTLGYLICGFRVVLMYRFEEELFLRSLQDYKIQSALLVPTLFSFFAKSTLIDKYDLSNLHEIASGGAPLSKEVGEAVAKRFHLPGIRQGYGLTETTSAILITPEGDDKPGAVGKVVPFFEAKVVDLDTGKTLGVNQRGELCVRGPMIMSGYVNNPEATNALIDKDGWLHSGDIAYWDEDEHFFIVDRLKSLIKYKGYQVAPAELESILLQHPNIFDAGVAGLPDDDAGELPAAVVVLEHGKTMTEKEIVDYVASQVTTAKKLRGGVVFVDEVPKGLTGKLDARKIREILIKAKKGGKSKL
#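 Assay system: Luciferase/luciferin reagent mix; Medium: PBS as buffer for the ATP substrate; Dosing: test compounds dosed from 2 mM stocks in 100% DMSO; Times: 10 min, room temperature; Signal: luminescence from luciferase reaction; Read-out: luciferase activation; Controls: No-ATP low control, compound-free enzyme-plus-ATP high control.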
# NF-kB expr up = raises NF-kB expression in human neuronal cells; NF-kB reporter expression; stronger effect = higher value; fold change at 12.5 µM; 1.6% of 190,000 active; AID 1239; in the data active = fold change above about 3.3
# APP 5'UTR act = activates APP 5'UTR luciferase reporter | 1% of 190,000 active | activation, % at 2 µM | SH-SY5Y APP 5'UTR luciferase reporter, luminescence; zero percent = DMSO vehicle wells;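 active = activation above a set limit, based on mean plus 3 SD of controls, cut at about 140% in these data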; also: values of inactives mirror those of a sister screen read the other way
# DTT redox prof = compounds producing H2O2 with reducing agent – biochemical, NIH compound library profiling, artefact control for MLSCN library redox annotation, primary screen | AID 878 | DTT-dependent redox cycling H2O2, phenol red/HRP absorbance; 100% = 100 µM peroxide control, 0% = buffer | 0.03% of 200,000 active | activation, % at 10 µM;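 active = activation of at least 50% relative to the plate's high and low controls in the primary single-dose screen; inactive = activation below 50%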;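 also: compound incubated with DTT at 0.8 mM final as the reducing agent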
# STAT1 act = increases IFN-gamma driven STAT1 reporter signal. NIH 3T3 STAT1-luciferase reporter, luminescence; 100% = IFN-gamma alone, no compound. activation (% of control), % at 5.5 µM. 2.6% of 200,000 active;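 active = activation above the screen-wide mean activation plus 3 SD, cut at about 130% in these data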;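 also: raw ratio to IFN-gamma control signal so 100% means no change and 0% no light; values of inactives mirror those of a sister screen read the other way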
# HMGR II inh = E. faecalis class II HMG-CoA reductase inhibition. purified E. faecalis HMGR, NADPH absorbance 340 nm kinetic. inhibition, % at 10 µM. 0.41% of 190,000 active. AID 1066;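 active = inhibition above a set limit, the median over all tested compounds plus 3 SD, cut at about 9.5% in these data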;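 also: enzyme runs in reverse so mevalonate oxidation gives rising NADPH absorbance; 0% = complete reaction with DMSO and 100% = background rate lacking mevalonate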
# APP transl inh = APP translation inhibition | 0.82% of 190,000 active | SH-SY5Y APP 5'UTR-luciferase reporter, luminescence | inhibition, % at 2 µM;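 active = inhibition above a set limit, derived from the sample mean plus 3 SD, cut at about 45% in these data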; also: values of inactives mirror those of a sister screen read the other way
# FLuc inhib CS = counter-screen for luciferase assay inhibitors: firefly luciferase inhibition; P08659; ATPLite firefly luciferase biochemical luminescence, 10 min; inhibition, % at 10 µM; 1.5% of 200,000 active;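 active = inhibition above about 50% when tested at 10 µM, limit read from the data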
# G6PDH counter = L. mesenteroides G6PDH inhibition counter-screen; Purified L. mesenteroides G6PDH, diaphorase/resazurin coupled fluorescence, 45 min; inhibition, % at 5 µM; 0.12% of 200,000 active; in the data active = inhibition above about 50%
# Hsp70 act = Hsp70 transcriptional activation, primary screen; HeLa Hsp70 promoter luciferase reporter, luminescence; scaled: vehicle 0, proteasome-inhibitor control 100%; activation, % at 10 µM; AID 1203; 0.04% of 200,000 active;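 active = activation above the mean across all tested compounds plus 3 SD, cutoff set per campaign, cut at about 5.5% in these data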;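 also: 100% = MG132 at 30 µM as the positive control and 0% = DMSO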
# * hit, by the source's call.
SMILES,FLuc act counter,NF-kB expr up,APP 5'UTR act,DTT redox prof,STAT1 act,HMGR II inh,APP transl inh,FLuc inhib CS,G6PDH counter,Hsp70 act
COc1ccc(-c2nnc(-c3cc(OC)c(OC)c(OC)c3)o2)cc1OC,1.1,0.49,15,-0.8,85,-4,-15,-9,-1,0.1
Cc1ccc(C(=O)NCC(=O)OC(C)C(=O)NCCC2=CCCCC2)cc1C (stereo unspecified),1,1.1,-2,-0.7,103,0,2,-1,4,-0.3
Cc1nc2cc(-c3cccc(F)c3)nn2c(C)c1CCC(=O)NC(C)CCc1ccco1 (stereo unspecified),1,0.49,-42,-0.7,86,4,42,-2,-6,-0.2
CC1CC(C)CN(CC(=O)NCCc2ccc(S(N)(=O)=O)cc2)C1 (stereo unspecified),1.1,0.94,9,-1.1,90,-2,-9,-5,-1,-0.2
CCN1C(=O)c2ccccc2S(=O)c2ccc(C(=O)N3CCCCCC3)cc21 (stereo unspecified),1,1.3,-5,-1.1,112,-2,5,-5,-2,-0.4
O=C(COC(=O)C1CCN(S(=O)(=O)c2cccc3cccnc23)CC1)c1ccc(F)cc1,1,1.3,-7,0.6,98,-7,7,-4,0,-0.3
O=C1C2C3c4ccccc4C(c4ccccc43)C2C(=O)N1Cc1cccnc1 (stereo unspecified),1,1.1,-5,0.2,96,3,5,-5,2,-0.1
CCCC(=O)NC(c1ccccc1Cl)c1c(O)ccc2ccccc12 (stereo unspecified),1,0.61,11,-0.6,81,-3,-11,-5,-20,-0.2
COc1ccc(NC(=O)NCCCN2CCN(c3cc(C)ccc3C)CC2)cc1,1.1,0.99,18,-0.1,100,-5,-18,-5,-4,-0.4
CCOc1ccccc1NC(=O)CN(C)S(=O)(=O)c1cnc[nH]1,1.1,1.1,11,-0.3,96,-4,-11,-6,-3,-0.4
CCN(C(=O)CSc1ccc2c(c1)OCCO2)C1CCS(=O)(=O)C1 (stereo unspecified),1,0.78,-17,0.0,100,5,17,-1,4,-0.3
CC(=O)Nc1ccc(NC(=S)NC(=O)c2ccc([N+](=O)[O-])cc2)cc1,1.1,1,-12,-0.2,98,1,12,-6,8,-0.5
O=C(Cn1nnc2c(cnn2-c2ccccc2)c1=O)NCc1cccs1,1,1.2,7,0.0,101,1,-7,-3,15,0.0
Cc1ccnc(N/C=C(\C#N)c2nc(-c3cccc(Br)c3)cs2)c1,1,1.3,-11,18,98,-7,11,-3,-80,-0.1
O=C(c1ccccc1Cl)N1CCn2c1nc1ccccc12,1,0.89,21,0.6,96,-8,-21,-3,0,-0.3
Cc1ccccc1OCCNc1cc(N2CC(C)NC(C)C2)ccc1[N+](=O)[O-] (stereo unspecified),1,0.65,12,-2.4,86,-4,-12,-4,-4,0.1
CC(C)c1nc(C#N)c(N2CCOCC2)o1,1.1,1.2,-4,-0.3,97,-4,4,-5,-3,-0.4
CCC(=O)c1ccc(OCC(=O)OCC(=O)Nc2sccc2C(N)=O)cc1,0.9,1.2,20,-0.9,98,-9,-20,6,-3,-0.2
Cc1cc(C)nc(/N=c2/ssnc2Cl)c1,1,0.98,-3,1.7,107,12*,3,-3,6,0.2
COc1ccc(C(=O)NCCc2nnc3ccc(SCC(=O)Nc4cc(C)on4)nn23)cc1,1,0.96,13,-0.6,98,0,-13,-4,1,0.1

# Quoted from the listing:
# CCC(=O)c1ccc(OCC(=O)OCC(=O)Nc2sccc2C(N)=O)cc1 in STAT1 act → 98
# CCN1C(=O)c2ccccc2S(=O)c2ccc(C(=O)N3CCCCCC3)cc21 (stereo unspecified) in FLuc inhib CS → -5

# An excerpt from above with just FLuc act counter.
canonical_smiles	FLuc act counter
O=C(c1ccccc1Cl)N1CCn2c1nc1ccccc12	1
Cc1ccccc1OCCNc1cc(N2CC(C)NC(C)C2)ccc1[N+](=O)[O-] (stereo unspecified)	1
CC(C)c1nc(C#N)c(N2CCOCC2)o1	1.1

# New compounds follow:
SMILES,FLuc act counter,NF-kB expr up,APP 5'UTR act,DTT redox prof,STAT1 act,HMGR II inh,APP transl inh,FLuc inhib CS,G6PDH counter,Hsp70 act
CC(C)CNC(=O)c1ccccc1NC(=O)c1ccc(CSc2ccccc2)cc1,1,1.5,-1,2.0,94,-5,1,-1,1,-0.3
CCSc1nnc(-c2ccc(S(=O)(=O)N3CCCC3)cc2)n1C,1,1.1,-73,3.0,94,-3,73*,-4,7,-0.3
O=C(NCC1CCCO1)c1ccc2c(=O)n(CC3CCCO3)c(=S)[nH]c2c1 (stereo unspecified),1,0.81,4,0.2,101,-5,-4,-5,-1,0.0
COc1ccccc1NC(=O)C(CC(C)C)NC(=O)C1CCCCC1 (stereo unspecified),1,1.3,19,-0.1,97,-2,-19,-4,6,-0.3
Cc1c(Br)c([N+](=O)[O-])nn1C(C)C(=O)NCC1CCCO1 (stereo unspecified),1,1.1,15,0.7,93,-1,-15,1,4,0.0
Cc1cccc(N(CC(=O)NCc2ccco2)C(=O)CCC(=O)Nc2ccccn2)c1,1.1,1.3,-1,0.7,111,0,1,-6,9,-0.1
CCOC(=O)N1CCC(NC(=O)c2cc3c(=O)[nH]c4ccccc4c3n2C)CC1,1,0.77,13,9.7,104,-8,-13,-5,0,0.7
COc1ccc2nc(N3C(=O)CC(C(C)c4ccccc4)C3=O)sc2c1 (stereo unspecified),0.8,1.1,7,1.0,95,-1,-7,22,-21,-0.4
COc1ccc(C)cc1NC(=S)NC12CN3CN(CN(C3)C1)C2,1,1.1,5,-0.6,98,2,-5,3,7,-0.2
CCCCOC(=O)Nc1nccs1,1,1.3,2,-1.0,107,1,-2,3,11,-0.2
Cc1nc(NC(=O)c2ccccc2)sc1-c1csc(NCCc2ccccc2)n1,1,0.49,13,1.0,99,-2,-13,-4,1,-0.2
C=CCn1c(SCc2cc(C(=O)OC)c(C)o2)nnc1-c1ccncc1,1,1.1,4,3.4,95,-1,-4,0,10,-0.5
O=[N+]([O-])c1ccc(N/N=C/c2cn(-c3ccccc3)nc2-c2ccccc2)cc1,0.8,1.6,-11,4.4,97,3,11,18,9,-0.3
CN(C)CCCN(C(=O)c1cccc(N2C(=O)CCC2=O)c1)c1nc2cc3c(cc2s1)OCO3,1.1,0.95,0,0.1,103,2,0,-6,4,0.2
Cc1ccc(/C=C/S(=O)(=O)Nc2ccc(C)cc2)cc1,1,1.2,6,-0.4,102,-3,-6,-3,9,-0.2
N#C/C(=N\Nc1cc(Cl)cc(Cl)c1)c1nnc2n1CCCCC2,1,0.95,8,-0.3,101,-2,-8,-1,0,-0.3
COc1cc(S(=O)(=O)NCc2cccnc2)c(OC)cc1Br,1.1,1,17,-4.6,96,-3,-18,-10,14,0.0
Cc1cccc(C(=O)Nc2nnc(-c3ccncc3)o2)c1,1,1.3,6,-1.0,99,-2,-6,5,14,0.1
O=C1Nc2cc(Cl)c(Cl)cc2N(O)N1c1cc(Cl)cc(Cl)c1,1,1,-6,2.4,101,-5,6,-5,7,-0.2
N#Cc1c2n(c(=S)n(-c3ccc(OC(F)F)cc3)c1=O)CCCCC2,1.1,1.1,1,-1.0,98,-1,-1,-6,1,-0.3
CCN(c1ccccc1)S(=O)(=O)c1cc(C(=O)Oc2ccc3c(C)cc(=O)oc3c2)ccc1C,1.1,1.1,-16,0.1,96,-3,16,-6,-23,-0.3
O=C(Cc1ccc(F)cc1)N/N=C/c1ccc(-c2ccc(Cl)c(C(=O)O)c2)o1,1,0.97,-2,-0.3,97,-2,2,-4,2,-0.4
CCOC(=O)NC(=O)COC(=O)c1ccc(O)cc1,1.1,1.4,5,-1.8,99,0,-5,-6,4,-0.3
N#C/C(=C\c1ccc(OC(=O)c2ccc(Br)s2)cc1)c1nc2ccccc2[nH]1,1,0.98,39,-0.1,113,-2,-39,0,5,0.0
O=S(=O)(c1ccc(F)c2ccccc12)N1CCCCC1,1,1.1,-2,1.0,96,-8,2,-4,7,0.1
CC(C)Oc1ccc(OCCn2c(=S)[nH]c3c(N)ncnc32)cc1,0.8,1.1,11,-0.9,91,-1,-12,18,3,-0.4
CC(=O)Nc1cccc2ncccc12,1.1,1,-11,-0.2,99,-1,11,-7,0,-0.6
Cc1csc(SCc2nc3scc(-c4ccccc4)c3c(=O)[nH]2)n1,1,0.99,42,-1.0,95,-1,-42,-1,-6,0.0
c1ccc(CNCCN2CCNCC2)nc1,1,1,-11,0.7,98,2,11,-4,0,-0.2
CN(CCN1CCOCC1)Cc1nc(-c2ccccc2)no1,1,1.3,19,-0.8,104,0,-19,-4,5,-0.1
CCOC(=O)c1cccc(C(=O)OCC)n1,1.1,0.95,25,3.1,91,-3,-26,-7,-2,-0.6
COc1ccc(NC(=S)N/N=C2\CC(C)(C)Oc3ccc(OC)cc32)cc1,1.1,1.1,7,1.5,97,1,-7,-6,5,-0.4
COc1cc(C2SCC(=O)N2CCc2ccc(OC)c(OC)c2)ccc1O (stereo unspecified),1,0.85,-12,-0.2,96,0,12,2,3,-0.1
CC(NC(=O)COC(=O)c1ccc(N(C)C)cc1)c1ccccc1 (stereo unspecified),1.1,0.92,3,0.7,107,-12,-3,-6,2,0.6
CCN(CC)c1nc(Nc2ccccc2)nc(Oc2ccc(=O)[nH]n2)n1,1,0.38,-4,2.5,90,2,4,-4,-4,-0.2
CCc1ccccc1NC(=O)Nc1cccc(F)c1,0.9,1.2,-6,0.4,90,-2,6,7,-4,0.0
Clc1ccccc1-c1nnc2sc(-c3ccc(Br)o3)nn12,1,0.94,-14,0.4,104,-1,14,-2,-5,-0.3
CC(C)(C)c1ccc(Cn2ccc(-c3ccc4c(c3)OCO4)n2)cc1,1,1.1,2,1.3,104,3,-2,1,10,-0.2
COC(=O)[C@H]1C[C@@H]1[C@H](NC(=O)OCc1ccccc1)c1ccccc1,1.1,0.96,1,0.6,104,2,-1,-6,18,0.1
Cc1ccccc1-n1nc(C)c2c1N=C1C(Cl)=CC(Cl)=CN1C2c1ccc(C(=O)O)cc1 (stereo unspecified),1,1.4,-11,-0.2,102,-2,11,0,9,-0.3
Nc1ccc(Sc2nnnn2-c2ccccc2)c(Cl)c1,1.1,1.1,4,25,99,3,-4,-8,2,0.2
CC(=O)c1sc(NC(=O)COc2ccc(Br)cc2)nc1C,1,1.3,9,-0.5,99,-6,-9,-5,2,0.0
CN(C)c1cc[n+](CC(=O)c2ccc(Br)cc2)cc1,1.1,0.86,4,0.3,100,-3,-4,-5,9,0.0
Nc1nc2c(c(=O)[nH]1)C(c1cccc3ccccc13)C1=C(N2)c2ccccc2C1=O (stereo unspecified),1,0.88,15,-1.2,100,5,-15,-3,6,-0.1
O=C(CNC(=O)c1cccc(F)c1)N/N=C/C=C/c1ccccc1,1,1,20,-2.0,99,-7,-20,1,10,-0.1
Cc1ccc(C)c(OCC(O)CN2CCN(CCN3C(=O)c4cccc5cccc(c45)C3=O)CC2)c1 (stereo unspecified),1,1.2,-21,-0.6,94,1,21,-3,18,-0.2
COc1ccccc1-c1cc(C(=O)Nc2c(F)cc(F)cc2Br)no1,1.1,0.78,6,-0.2,96,-3,-6,-12,11,0.0

# Some of these compounds in order of formula weight, descending.
SMILES,FLuc act counter,NF-kB expr up,APP 5'UTR act,DTT redox prof,STAT1 act,HMGR II inh,APP transl inh,FLuc inhib CS,G6PDH counter,Hsp70 act
COc1ccc(-c2nnc(-c3cc(OC)c(OC)c(OC)c3)o2)cc1OC,1.1,0.49,15,-0.8,85,-4,-15,-9,-1,0.1
O=C(Cn1nnc2c(cnn2-c2ccccc2)c1=O)NCc1cccs1,1,1.2,7,0.0,101,1,-7,-3,15,0.0
CN(C)c1cc[n+](CC(=O)c2ccc(Br)cc2)cc1,1.1,0.86,4,0.3,100,-3,-4,-5,9,0.0
